Source: PubChem (National Center for Advancing Translational Sciences (NCATS))
Sm TGR inh: S. mansoni TGR enzyme inhibition. Q962Y6. AID 485364. purified TGR, DTNB reduction, TNB absorbance 405 nm. Potency, µM (doses to about 114 µM), for the others: at the top dose activity change, negative = inhibition, most hits filed as inhibitors. actives 3% (n = 360,000); also: potency is read from the fitted curve at half-maximal effect; nearly all actives have a fitted effect of over 60% in size
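TGR 20 nM + NADPH 100 uM (dispensed conc.), cpd preinc 15 min RT; start with NADPH (500 uM addition) then DTNB (15 mM addition). Kinetic TNB absorbance, 405 nm filter. Four-parameter Hill fit across titration.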
HCMV inh: blocks human cytomegalovirus replication | actives 4.5% (n = 410,000) | AID 1259415 | activity change, negative = inhibition, % at 57.5 µM | HFF cells, HCMV-luciferase reporter, 72 h; hits give low values; in the data active = activity change below about -60%; inconclusive = no clear call, values can overlap the other calls; inactive = above about -39%
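Steps: HFFs plated, 16 h 37C; compounds added; HCMV-luciferase added to MOI 1 PFU/cell; 72 h 37C; OneGlo reagent, 5 min room temperature; luminescence read, normalized to controls.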
AmpC inh no detg: AmpC beta-lactamase inhibition without detergent. AmpC nitrocefin hydrolysis, absorbance 480 nm, 0.0001% Triton. P00811. Potency, µM (series often up to 57.1 µM), without a hit: top-dose activity change, negative = inhibition, most hits filed as inhibitors. actives 0.52% (n = 330,000). AID 485341;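 also: potency is read from the fitted curve at half-maximal effect; plate controls were no compound for no effect and no enzyme for full effect; nearly all actives have a fitted effect of over 20% in size; some results filed as inactive show a strong effect at the top dose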
Target sequence (P00811 whole entry, looked up): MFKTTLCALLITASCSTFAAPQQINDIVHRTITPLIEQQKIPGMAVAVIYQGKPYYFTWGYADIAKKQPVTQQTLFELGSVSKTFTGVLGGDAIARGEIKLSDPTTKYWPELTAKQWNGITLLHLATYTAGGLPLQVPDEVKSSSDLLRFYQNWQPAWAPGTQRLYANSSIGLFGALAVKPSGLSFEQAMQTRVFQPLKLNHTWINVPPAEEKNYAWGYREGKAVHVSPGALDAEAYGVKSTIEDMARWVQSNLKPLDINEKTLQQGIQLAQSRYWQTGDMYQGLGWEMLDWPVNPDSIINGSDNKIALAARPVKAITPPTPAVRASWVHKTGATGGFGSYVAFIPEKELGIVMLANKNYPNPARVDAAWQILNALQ
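20 mM phosphate pH 7.0 + 0.01% (detergent screen) or 0.0001% Triton X-100; 5.3 nM AmpC reagent; cpd preinc 15 min RT; nitrocefin (800 uM stock) to start; A480 q20 s × 4 min; Activity was normalised to no-enzyme and no-compound control wells.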
TbPYK inhibitor: T. brucei pyruvate kinase inhibition. Q57TT1. TbPYK enzyme, Kinase-Glo Plus ATP luminescence, 45 min. Potency, µM (doses to about 76.8 µM), inactives show at the highest dose activity, negative = inhibition, usual class: inhibitors. actives 0.12% (n = 410,000). AID 624173; also: potency is read from the fitted curve at half-maximal effect; nearly all actives have a fitted effect of over 50% in size
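ADP (130 uM final) triggers the TbPYK reaction after compound addition; incubation is 45 min at room temperature. Kinase-Glo Plus is then added and luminescence imaged. Normalized data are fitted to concentration-effect curves.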
AMA1 RON2 block: disrupts binding of P. falciparum AMA1 to RON2; Potency, µM (highest dose often 58.2 µM), for the others: at the top dose activity change, negative = inhibition, hits mostly inhibitors; actives 0.2% (n = 360,000); AlphaScreen AMA1-biotinylated RON2 peptide binding; AID 720542;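 also: potency is read from the fitted curve at half-maximal effect; 0% = vehicle wells and -100% = peptide control; nearly all actives have a fitted effect of over 45% in size; some results filed as inactive show a strong effect at the top dose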
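AMA1 (3D7) with his tag at 25 nM final met compounds first, then biotinylated RON2 peptide at 25 nM; detection used donor plus acceptor beads, 10 µg/mL apiece, read by AlphaScreen after 30 min at room temperature.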
LmPK inh: LmPK (Leishmania mexicana) enzyme inhibition | actives 0.37% (n = 290,000) | Potency, µM (titrated, usually from 57.5 µM), for inactives: at the top dose activity change, negative = inhibition, actives largely listed as inhibitors | purified LmPK, Kinase-Glo ATP luminescence, 1 h | Q27686; also: potency is read from the fitted curve at half-maximal effect
Target sequence (Q27686 whole entry, looked up): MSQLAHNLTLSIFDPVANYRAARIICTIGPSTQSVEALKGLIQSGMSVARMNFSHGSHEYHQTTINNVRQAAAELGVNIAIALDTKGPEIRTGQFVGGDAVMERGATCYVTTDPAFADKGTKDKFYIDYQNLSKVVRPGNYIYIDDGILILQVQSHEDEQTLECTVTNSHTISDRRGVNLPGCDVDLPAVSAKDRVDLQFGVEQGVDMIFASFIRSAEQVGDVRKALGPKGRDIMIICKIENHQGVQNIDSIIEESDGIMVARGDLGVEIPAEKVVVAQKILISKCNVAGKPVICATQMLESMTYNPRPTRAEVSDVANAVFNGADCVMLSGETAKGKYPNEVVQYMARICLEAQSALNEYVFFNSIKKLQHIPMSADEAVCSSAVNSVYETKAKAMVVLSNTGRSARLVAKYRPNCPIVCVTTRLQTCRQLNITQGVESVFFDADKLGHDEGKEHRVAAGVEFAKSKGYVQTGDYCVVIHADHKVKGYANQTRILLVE
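Pyruvate kinase activity monitored as ATP production (luciferase luminescence). Conditions: 0.1 nM enzyme, 0.5 mM PEP, 0.1 mM ADP, 1 h, RT; normalized against uninhibited and no-enzyme wells.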
AmpC inh detg: AmpC beta-lactamase inhibition with detergent present; AmpC hydrolysis of nitrocefin, absorbance 480 nm, 0.01% Triton; Potency, µM (top dose mostly 114 µM), for the others: at the top dose activity change, negative = inhibition, actives largely listed as inhibitors; actives 0.041% (n = 370,000);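 also: potency is read from the fitted curve at half-maximal effect; 0% = no-compound wells and -100% = no-enzyme wells; nearly all actives have a fitted effect of over 25% in size; some results filed as inactive show a strong effect at the top dose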
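AmpC (5.3 nM in the dispensed reagent) in 20 mM phosphate pH 7.0 with 0.01% (detergent screen) or 0.0001% Triton X-100 was preincubated with compounds for 15 min at room temperature. Nitrocefin was then added from an 800 uM solution, and hydrolysis was followed at 480 nm.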
* = called active by the depositor; ? = inconclusive; · = no result given; [ ] = another dose, or the depositor's remark. Unless noted, calls follow the shape of the dose curve; as a rule, active = well fitted curve in the direction sought with a large enough effect; inconclusive = small, poorly fitted or top-dose-only effect, or another doubt; inactive = no such curve, though single readings can be large; an effect the other way counts as inactive or inconclusive. Unless noted, % is scaled to controls: 0 for no effect and ±100 for the full control effect.

SMILES	Sm TGR inh	HCMV inh	AmpC inh no detg	TbPYK inhibitor	AMA1 RON2 block	LmPK inh	AmpC inh detg
CCO[C@H]1OC(C(=O)NCc2nc3ccccc3[nH]2)=C[C@@H](C)[C@@H]1CCCO	6%	-62*	2%	-8%	23%	0%	4%
O=C(CCSc1nnc(-c2ccco2)o1)Nc1ccc(Cl)cc1	-5%	-19	-19%	-3%	2%	5%	?
Cc1ccc(CN2CC(C(=O)NC3CCCC(C)C3C)CC2=O)cc1 (stereo not given)	4%	-15	118%[activator]	2%	2%	·	3%
O=C(CCC1CCCCC1)NCc1ccc(F)cc1	43%[activator]	-3	-26%	-20%	-26%	4%	1%
Cc1ccc2nc(NC(=S)NC(=O)c3ccco3)sc2c1	?	27	-34%	-2%	61%[activator]	-4%	-8%
CC=CCn1c(SCCCc2ccccc2)nc2c1c(=O)[nH]c(=O)n2C	·	-3	·	-3%	0%	·	·
O=C(NCCc1cccc(C(F)(F)F)c1)C1CCC(=O)N(C2CC2)C1 (stereo not given)	-18%	24	-6%	-3%	13%	-9%	0%
Cc1noc(C)c1S(=O)(=O)N(C)C[C@H]1Oc2ccc(NC(=O)C3CCCCC3)cc2C(=O)N([C@H](C)CO)C[C@@H]1C	·	-9	210%[activator]	-1%	-6%	·	·
c1ccc(Nc2nc(NCC3CCCO3)c3ccccc3n2)cc1 (stereo not given)	-24%	?	-16%	1%	-8%	1%	-1%
Cc1cccc(CN(CC(=O)N/N=C/c2cccs2)S(=O)(=O)c2ccc(Cl)cc2)c1	-11%	-16	-38%	10%	-1%	2%	-14%
CC1CCC2(CC1)NC(=O)N(CC(=O)Nc1ccc3c(c1)OCCCO3)C2=O (stereo not given)	-3%	-2	-24%	2%	3%	·	-6%
Cc1c(OCC(=O)NCc2ccccn2)ccc2c3c(c(=O)oc12)CCCC3	6%	-21	-12%	5%	3%	14%	-1%
Cc1ccc(S(=O)(=O)N2CCCCC2)cc1NC(=O)c1ccc(Br)o1	3%	1	-23%	3%	-4%	·	4%
CNC(=O)C1CCC(Cn2c(=O)c3sccc3n(CC(=O)Nc3ccc(C)c(F)c3)c2=O)CC1 (stereo not given)	-1%	6	·	-1%	·	·	3%
CCCc1nc2c(s1)CCc1onc(-c3ccc(OC)cc3)c1-2	·	38	·	-10%	-10%	·	·
CC(C)=N/N=c1\scc(C)n1Cc1ccco1	-2%	45	-6%[11.4 µM]	2%	-1%	0%	-7%
CC1=CCC2C(=O)N(c3ccc(Br)cc3C)C(=O)C2C1 (stereo not given)	6%	-18	-1%	-6%	1%	1%	-1%
CCOC(=O)CN1C(=O)C(C)(C)Oc2ccc(C(=O)Nc3ccccc3)cc21	-13%	-29	-22%	3%	-9%	3%	-10%
C=C[C@@H]1C2=CCOC(=O)C2=CO[C@H]1O[C@@H]1O[C@H](CO)[C@@H](O)[C@H](O)[C@H]1O	-18%	-4	-3%	-4%	-2%	·	2%
CC(Oc1ccc2ccc(=O)oc2c1)C(=O)NC1CC(C)(C)NC(C)(C)C1 (stereo not given)	-14%	0	-15%	0%	0%	2%	2%
Cc1ccc(C)c(S(=O)(=O)N2CCN(C(=O)c3cnccn3)CC2)c1	10%	25	1%	-1%	-3%	7%	?
CCOC(=O)c1c(C)[nH]c(C)c1S(=O)(=O)N(C)CC(=O)N1CCN(c2ccc(OC)cc2)CC1	-16%	-10	58%	-1%	-5%	-1%	-1%
O=C(Cc1c[nH]c2ccccc12)N1CCN(S(=O)(=O)c2ccc(Cl)cc2)CC1	-15%	8	-6%	-2%	2%	·	-5%
CC(=O)c1ccc(N2CCN(C(=O)C3CCN(S(=O)(=O)c4cccs4)CC3)CC2)cc1	1%	?	34%	0%	12%	-4%	5%
COCCN(C(=O)COC(=O)CSc1ccc(Cl)cc1)c1c(N)n(Cc2ccccc2)c(=O)[nH]c1=O	1%	-15	160%[activator]	3%	0%	·	?

The last 3 compounds of the part above are carried over, then new ones follow.
SMILES	Sm TGR inh	HCMV inh	AmpC inh no detg	TbPYK inhibitor	AMA1 RON2 block	LmPK inh	AmpC inh detg
O=C(Cc1c[nH]c2ccccc12)N1CCN(S(=O)(=O)c2ccc(Cl)cc2)CC1	-15%	8	-6%	-2%	2%	·	-5%
CC(=O)c1ccc(N2CCN(C(=O)C3CCN(S(=O)(=O)c4cccs4)CC3)CC2)cc1	1%	?	34%	0%	12%	-4%	5%
COCCN(C(=O)COC(=O)CSc1ccc(Cl)cc1)c1c(N)n(Cc2ccccc2)c(=O)[nH]c1=O	1%	-15	160%[activator]	3%	0%	·	?
O=C(COC(=O)c1ccc(O)cc1O)NC1CCS(=O)(=O)C1 (stereo not given)	6%	1	-5%	4%	1%	-1%	-12%
O=C(NCc1n[nH]c(=O)c2ccccc12)C1CC(=O)N(c2ccccc2)C1 (stereo not given)	-11%	-17	-5%	4%	28%	·	-12%
O=C(NCCCn1ccnc1)c1ccc(Cl)cc1[N+](=O)[O-]	-1%	-2	-21%	-3%	3%	4%	11%
COc1ccc(CC(=O)Nc2nnc(-c3cccc([N+](=O)[O-])c3)s2)cc1	-1%	-2	-8%	-3%	3%	-2%	-9%
Cc1nnc(C)c2c(C)n(-c3cccc4cccnc34)c(C)c12	0%[57.1 µM]	·	-5%	·	·	-1%	?
CCN1C=C(Cc2ccccc2C)C2=C(C1)C(c1ccccc1C)C(C#N)=C(N)O2 (stereo not given)	45µM*	-7	18%	3%	-20%	9%	3%
Cc1ccc(CNC(=O)C2CCN(S(=O)(=O)Cc3ccccc3)CC2)cc1	3%	10	·	0%	·	·	20%
O=C(Nc1cc(=O)[nH]c(=O)[nH]1)c1cccc(Br)c1	4%	-18	-4%	5%	-7%	19%	3%
Cc1cccc(C2=NNC(=O)C(c3ccc(Cl)cc3)C2)c1 (stereo not given)	-2%	-34	-18%	9%	-27%	-3%	-8%
CCc1nnc(SCC(=O)Nc2ccccc2)n1CC1CCCO1 (stereo not given)	2%	?	-5%	6%	-5%	-10%	-6%
CCc1ccc(NC(=O)Cn2c(=O)n(CCC(=O)N3CCc4ccccc4C3)c(=O)c3ccccc32)cc1	1%	-8	·	-17%	·	·	1%
CCCn1cnc2scc(-c3ccc(C)c(C)c3)c2c1=O	-25%	-15	2%	-8%	14%	2%	1%
O=C(CSc1nnc(CNC(=O)c2ccccc2)n1-c1cccc(Cl)c1)Nc1ccccc1F	-1%	-1	·	4%	·	·	11%
Nc1nc(SCC(=O)Nc2ccc(S(N)(=O)=O)cc2)n[nH]1	·	13	-6%	-4%	-5%	-1%	?
Cc1ccc(/C=C/C(=O)NCc2ccncc2)cc1	5%	-3	-7%	-7%	-7%	-2%	1%
CSc1ccc(S(=O)(=O)NCc2ccc(Cl)cc2Cl)cc1	0%	5	-34%	1%	29%	8%	-11%
C/C(=N\NC(=O)c1nnn(-c2nonc2N)c1CSc1ccccc1)c1cccnc1	-21%	-24	-10%	0%	46%[activator]	-6%	-2%
CCc1cccc(C)c1NC(=S)NCC(c1cccnc1)N(C)C (stereo not given)	0%	-12	-16%	1%	7%	0%	-1%
Cc1ccc(S(=O)(=O)c2nc(-c3ccco3)oc2SCC(=O)c2ccc(Cl)cc2)cc1	-3%	-8	·	0%	·	·	7%
O=C(CSc1nc2cccnc2n1Cc1ccccc1)NCc1ccco1	?	-1	-6%	1%	-23%	0%	0%
O=C(NC1CCCc2ccccc21)c1cc(S(=O)(=O)N2CCOCC2)ccc1F (stereo not given)	2%	-6	45%	-14%	1%	1%	-6%
Cc1ccc(-c2cnc3cccnn23)cc1F	·	44	·	-9%	31%[activator]	·	·
CCN1CCN(C(=O)CN(c2ccccc2C)S(C)(=O)=O)CC1	-8%	85	-18%	10%	-4%	-1%	?
CCN(Cc1ccccc1)C(=O)CSc1nc(C)cc(=O)[nH]1	0%	-6	-3%	-9%	53%[activator]	-1%[11.5 µM]	-5%
Cc1ccc(-n2ncc3c(NCCO)ncnc32)cc1Cl	4%	46	·	-11%	·	·	2%
Going on with the list.
SMILES	Sm TGR inh	HCMV inh	AmpC inh no detg	TbPYK inhibitor	AMA1 RON2 block	LmPK inh	AmpC inh detg
Cc1ccc(C(=O)C(OC(=O)CN2C(=O)c3ccccc3C2=O)c2ccccc2)cc1C (stereo not given)	35%	-4	105%[activator]	5%	-4%	6%	-13%
O=C(Nc1nc2ccccc2[nH]1)c1cccs1	1%	21	20%	-8%	72%[activator]	?	2%
CCCN(CC(=O)Nc1cc(Cl)ccc1Cl)C(=O)c1ccccc1SCC(=O)N1CCCC1	-10%	?	130%[activator]	1%	27%	·	0%
CCn1cc2nc(SCc3cc(C)ccc3C)n(Cc3ccc(OC)cc3)c(=O)c2n1	4%	2	·	1%	·	·	5%
Cc1ccc(N(C=NC#N)CC(=O)N2CCN(c3ccccc3)CC2)cc1	?	39	-20%	1%	-18%	-2%	-4%
O=C(/C=C/c1ccccc1[N+](=O)[O-])NC1CCCC1	-1%	0	-14%[2.29 µM]	4%	10%	0%	?
CC(C)(C#CC(O)(c1ccccc1)c1ccccc1)N1CCCCC1	7%	55	54%	-6%	-4%	0%	2%
COc1cnc(NS(=O)(=O)c2ccc(N)cc2)nc1	0%	40	-10%	0%	0%	0%	?
Cc1ccc(O)c(N=Cc2sc3ccccc3c2Cl)c1	-12%	-9	-40%	-7%	-13%	-1%	-11%
O=C(CN1C(=O)c2ccccc2C1=O)NCC(=O)OCC(=O)c1ccc(Cl)cc1	5%	-10	-23%	-4%	23%	3%	0%
CCn1c(C2CC(=O)N(c3cc(C)cc(C)c3)C2)nc2ccccc21 (stereo not given)	-1%	26	40%	-1%	0%	2%	-12%
CCOC(=O)c1nc2nc(C)cc(=O)n2[nH]1	2%	28	-17%	-2%	-2%	2%	?
CCn1cc(C2=NCC(C)O2)c2ccccc21 (stereo not given)	2%	44	2%	-4%	-6%	1%	-4%
Cc1ccc(C(N)=Nc2ccccc2)cc1	-2%	75	-19%	1%	-8%	-3%	-14%
Cc1c(/C(O)=C2\C(=O)C(=O)N(CCN(C)C)C2c2cccs2)cnn1-c1ccccc1 (stereo not given)	-23%	-13	-19%	-4%	5%	5%	0%

Structural class: the entries above containing a cyano group
SMILES	Sm TGR inh	HCMV inh	AmpC inh no detg	TbPYK inhibitor	AMA1 RON2 block	LmPK inh	AmpC inh detg
CCN1C=C(Cc2ccccc2C)C2=C(C1)C(c1ccccc1C)C(C#N)=C(N)O2 (stereo not given)	45µM*	-7	18%	3%	-20%	9%	3%
Cc1ccc(N(C=NC#N)CC(=O)N2CCN(c3ccccc3)CC2)cc1	?	39	-20%	1%	-18%	-2%	-4%

Compounds as they come, and some 7.4% of all compounds hit somewhere here.
